UBC9 SUMO inh: inhibitors of in vitro SUMOylation cascade, primary screen, biochemical, HTRF, uHTS. SUMO-conjugating enzyme UBC9 (Homo sapiens), P63279. HTRF SUMOylation assay, SAE1/SAE2 + UBC9. inhibition, % at 35 µM. hit rate 0.36% among 290,000. AID 2006, 2009; in the data active = inhibition above about 50%, passing the limit was not always enough; also: strong numbers were not always called active
Target sequence (P63279 whole entry, looked up): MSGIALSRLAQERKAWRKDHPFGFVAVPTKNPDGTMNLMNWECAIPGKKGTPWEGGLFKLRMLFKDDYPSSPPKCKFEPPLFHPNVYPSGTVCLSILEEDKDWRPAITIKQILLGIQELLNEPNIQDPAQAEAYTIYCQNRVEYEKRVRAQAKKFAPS
MEKK2wt PB1 HTS: modulators of MEK5 binding to wildtype MEKK2, primary screen, biochemical, multiplex bead flow cytometry, Alexa488-MEK5. Mitogen-activated protein kinase kinase kinase 2 (Homo sapiens), Q9Y2U5. Alexa488-MEK5 binding to MEKK2 WT; actives lie on both sides. binding response (% of control), % at 10 µM. hit rate 1.1% among 290,000. AID 1531, 2009; in the data active = binding response below about 67% or above about 130%
NALP1 inh: NALP1 inflammasome inhibitors in reconstituted yeast, colorimetric, S. cerevisiae, triplicate retest; inhibition, % at 10 µM; hit rate 0.61% among 280,000; S. cerevisiae NALP1/ASC/caspase-1 growth, X-gal OD620, 72 h; AID 2071, 2009; in the data active = inhibition mostly above about 24%, no sharp cut-off; inactive = mostly below about 32%; also: some compounds called inactive have numbers as strong as hits
IMP-1 inhibitor: IMP-1 metallo-beta-lactamase inhibitors, primary screen, biochemical, epi-absorbance readout, Pseudomonas aeruginosa enzyme. metallo-beta-lactamase IMP-1 (Pseudomonas aeruginosa). purified IMP-1, nitrocefin hydrolysis, epi-absorbance fluorescence. inhibition, % at 5.6 µM. hit rate 0.45% among 290,000;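 active = inhibition above the mean plus 3 SD of all compounds in the same screening run, cut at about 4.5% in these data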;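 also: 0% = IMP-1 with DMSO and 100% = DMSO wells lacking enzyme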
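System – purified recombinant IMP-1 beta-lactamase · Input – IMP-1 dispensed at 0.2 nM · Timing – 15 min preincubation plus 25 min reaction at 25 °C · Signal – Epi-absorbance fluorescence, 480 nm excitation, 530 nm emission · Measure – percent IMP-1 inhibition derived from blank-referenced optical density · Controls – Enzyme-plus-DMSO low control, enzyme-free DMSO high control · Replication – singlicate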
HCV NS3 hel inh: inhibitors of HCV NS3 helicase, primary screen, biochemical, Cy5 molecular beacon fluorescence. NS3 helicase DNA unwinding. inhibition, % at 10.9 µM. hit rate 0.56% among 290,000;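 active = inhibition above the mean of all tested compounds plus 3 SD, set per campaign, cut at about 35% in these data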;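 also: 0% = DMSO wells and 100% = thioflavine S control wells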
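Compound dosing – single dose, 10.9 µM nominal final, DMSO 0.8% final · System – NS3 helicase fragment of HCV · Buffer or medium – MOPS pH 6.5, MgCl2, DTT, Tween20, BSA · Signal – Cy5 beacon fluorescence read at start and 1 h · Also added – annealed dual-labelled DNA beacon duplex, ATP-started · Schedule – 1 h at 25 °C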
MEKK2 mut-MEK5: MEK5 binding signal on mutant MEKK2 PB1, primary screen, biochemical, multiplex bead flow cytometry, Alexa488-MEK5. Alexa488-MEK5 binding to MEKK2 mutant. percent response, % at 10 µM. hit rate 0.35% among 290,000. AID 1530, 2009; in the data active = percent response above about 24%, passing the limit was not always enough; also: inactives centre near 1; some results filed as inactive read as strong as hits
PfM18AAP inh: PfM18AAP inhibitors, malaria aminopeptidase, primary screen, biochemical, QFRET, recombinant enzyme | M18 aspartyl aminopeptidase (Plasmodium falciparum 3D7) | H-Glu-NHMec fluorogenic cleavage | inhibition, % at 7.35 µM | hit rate 1.2% among 290,000 | AID 1822, 2009;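 active = inhibition above the campaign mean inhibition over all tested compounds plus 3 SD, cut at about 28% in these data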;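 also: 0% = plate median of test compound wells and 100% = 2 mM ZnCl2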
DNA FID counter: compounds displacing fluorescent DNA intercalator, primary screen, artefact control for HCV NS3 helicase inhibitor project, biochemical, FID fluorescence; DNA fluorescent intercalator displacement; hit rate 0.17% among 290,000; inhibition, % at 7.9 µM; AID 1845, 2009; in the data active = inhibition above about 37%;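 also: 0% = vehicle and 100% = reference compound; higher means more ethidium bromide displaced from hairpin DNA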
VIM-2 inh: VIM-2 metallo-beta-lactamase inhibitors, primary screen, biochemical, epi-absorbance readout, Pseudomonas aeruginosa enzyme. hit rate 0.89% among 290,000. inhibition, % at 5.6 µM. purified VIM-2, nitrocefin hydrolysis, epi-absorbance fluorescence;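 active = inhibition above the mean of all tested compounds plus 3 SD, cutoff set per screening run, cut at about 7.5% in these data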;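 also: red hydrolysis product quenches plate fluorescence so inhibitors raise well fluorescence; 0% = enzyme with DMSO and 100% = DMSO without enzyme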
The depositor's hits bear a star; · = not tested or not shown; [ ] = dose if it differs, or a comment. Hits appear at their usual frequency. Share with any hit: about 4.7%.

SMILES	UBC9 SUMO inh	MEKK2wt PB1 HTS	NALP1 inh	IMP-1 inhibitor	HCV NS3 hel inh	MEKK2 mut-MEK5	PfM18AAP inh	DNA FID counter	VIM-2 inh
CCCC12CN3CC(C)(CN(C1)C3c1ccc3c(c1)OCO3)C2=O (stereo not drawn)	5.8	96.0	11.6	-2.1	13.8	-2.0	2.0	-6.0	-2.3
COC1=C(Nc2ccccc2)C(=O)c2ccccc2C1=O	77.5	78.0	45.2	3.3	7.9	-3.0	11.3	8.6	10.4*
O=C(NCc1ccccc1)c1n[nH]nc1-c1ccccc1O	13.7	104.0	0.2	-2.6	-14.5	3.0	4.5	-2.4	-5.1
COc1ccc(C(=O)N2CCCC(Nc3ccc(F)c(F)c3)C2)c(OC)n1 (stereo not drawn)	-5.9	106.0	2.5	-2.5	-2.5	7.0	1.6	-32.2	-1.5
Cn1c(=O)c(C(=O)NNC(=O)c2ccccc2Cl)c(O)c2ccccc21	11.9	104.0	1.2	-2.3	-1.2	6.0	5.0	-16.6	0.4
O=c1cc(-c2ccccc2)nc2nc(COc3ccccc3)[nH]n12	11.4	101.0	34.5	-4.3	14.1	5.0	3.7	-12.7	-3.8
C=CCN1C(=O)C(CC(=O)Nc2ccccc2F)S/C1=N\c1nccs1 (stereo not drawn)	24.0	95.0	·	-2.2	3.6	3.0	2.8	-7.7	-4.2
O=[N+]([O-])c1ccccc1-c1cc(-c2ccccc2O)n[nH]1	10.8	96.0	23.9	0.0	-0.6	-2.0	-4.6	-0.4	-1.6
NC(=O)NC(CC(=O)NCCc1ccc(S(N)(=O)=O)cc1)c1ccc(Cl)cc1 (stereo not drawn)	32.6	90.0	12.1	-2.1	-2.1	-6.0	-4.9	-2.2	-2.3
CC(c1ccccc1)C1OCC(C[N+]2(C)CCCCC2)O1 (stereo not drawn)	1.1	47.0*[inhibitor]	-5.3	-0.6	-5.9	-18.0	-6.9	0.3	0.6
O=[N+]([O-])c1ccc(NCCNS(=O)(=O)c2ccccc2)cc1	-9.3	96.0	0.9	-0.1	-5.1	-1.0	-3.6	7.4	-3.7
Cc1ccc(S(=O)(=O)CC(=O)N2CC(C)OC(C)C2)cc1 (stereo not drawn)	12.8	98.0	9.7	-3.0	9.0	1.0	-11.0	-5.8	-1.7
COc1ccc(S(=O)(=O)Nc2ccc(S(=O)(=O)N3CCCC3)cc2)cc1	21.3	111.0	2.2	-2.8	-5.1	5.0	-1.5	-6.0	-1.9
O=C(Nc1nc(-c2ccc(-c3ccccc3)cc2)cs1)c1cnccn1	6.1	96.0	6.9	-4.2	5.0	-3.0	-1.1	-4.8	1.9
Cc1cccc(CC2CC(=O)N(C3CCCCC3)C2=O)c1 (stereo not drawn)	5.5	96.0	15.8	0.0	11.1	-1.0	-1.0	-11.9	-2.4
C/C(CC1CC(COCCC(C)C)OC1=O)=N\NC(N)=S (stereo not drawn)	4.2	104.0	-4.5	-0.6	6.9	3.0	10.1	2.6	-7.9
C/C(Cn1nnc2ccccc21)=N/OC(=O)c1c(F)cccc1F	8.7	106.0	-2.4	-1.5	-11.3	0.0	-1.2	-9.3	-2.4
Cc1nccn1C[C@@H]1CCc2c(c3ccccc3n2C)C1=O	10.2	107.0	-0.1	-3.6	4.3	7.0	-0.8	8.0	-1.9
COc1ccccc1C(=O)Nc1nc2nc(-c3ccccc3)cc(=O)n2[nH]1	-3.7	100.0	46.0	-4.0	-3.2	8.0	2.6	-17.2	-1.8
S=c1[nH]nc(-c2ccc(Cl)cc2)n1/N=C/c1cccs1	13.3	97.0	-8.7	-1.4	-3.1	-5.0	-3.5	-9.3	-1.6
CCN(C(=O)COC(=O)c1cc(-c2cccc3ccccc23)nc2ccccc12)C1CCS(=O)(=O)C1 (stereo not drawn)	-13.9	106.0	17.7	-0.9	-4.2	4.0	5.3	-30.2	-2.4
CCOc1ccc(C2CC(c3ccccc3C)n3ncnc3N2)cc1 (stereo not drawn)	-1.9	98.0	-14.7	0.0	7.1	6.0	14.4	-18.4	-0.9
Cc1nnc(NC(=O)c2ccccc2NC(=O)c2ccccc2)s1	1.8	98.0	-12.5	-2.5	-0.6	-7.0	0.0	-11.2	-1.9
N#CCc1ccc(OC(=O)c2cnccc2C(F)(F)F)cc1	-10.7	105.0	10.4	-1.9	-1.7	3.0	-0.4	-9.5	-1.6
CCC(=O)Nc1ccc(C(=O)Nc2cccnc2)cc1	20.7	98.0	16.2	-4.3	6.1	2.0	4.4	-0.5	-2.8
Going on with the list:
SMILES	UBC9 SUMO inh	MEKK2wt PB1 HTS	NALP1 inh	IMP-1 inhibitor	HCV NS3 hel inh	MEKK2 mut-MEK5	PfM18AAP inh	DNA FID counter	VIM-2 inh
Cc1cc(C)nc(Nc2ncc(O)n2-c2ccc(Br)cc2)n1	-2.5	99.0	-3.1	-1.3	8.5	0.0	-6.5	-5.0	-3.4
COC(=O)c1cc(=O)cc(C(=O)OC)o1	-16.3	102.0	-8.2	-4.7	2.9	3.0	0.7	5.9	-3.3
CCC(=O)Nc1c(C(=O)Nc2cccc(OC)c2)oc2ccccc12	-9.4	111.0	17.1	1.8	0.7	5.0	0.2	-7.0	0.1
Cc1ccc(Nc2nc3ccccc3s2)c(C)c1	-10.9	99.0	35.2	-1.7	-2.7	-2.0	4.4	-13.3	-2.9
COc1cccc(N2CC(C(=O)Nc3nnc(SCc4cccnc4)s3)CC2=O)c1 (stereo not drawn)	11.3	125.0	3.6	-1.0	-0.4	12.0	-1.0	-29.5	-2.2
O=C(c1ccco1)N1CCN(/C(=N/S(=O)(=O)c2cccs2)c2ccccc2Cl)CC1	0.6	108.0	27.2	-1.4	15.0	8.0	5.0	-32.4	-0.1
O=C(Nc1ccc2nc(SCc3ccc(Cl)cc3)sc2c1)c1ccccc1C(=O)N1CCOCC1	-15.8	94.0	14.0	-3.4	-3.2	-5.0	-1.2	-1.5	-2.0
O=C(COc1ccc2ccc(=O)oc2c1)Nc1ccc(CN2CCOCC2)cc1	3.4	101.0	-1.6	-1.6	-3.4	-2.0	1.3	-10.0	-1.3
O=c1[nH]c2ccc(S(=O)(=O)NCc3ccccc3)cc2[nH]1	-2.9	98.0	-4.7	-0.7	1.8	-3.0	-11.5	-1.6	-0.5
O=C(Nc1ccc(F)cc1F)N1CCCN(CCOc2ccccc2)CC1	0.2	113.0	·	-2.0	-3.6	21.0	-8.6	0.7	0.5
Cc1ccc(S(=O)(=O)CC(=O)N2CCN(c3ccccc3F)CC2)cc1	7.7	98.0	14.3	-2.2	16.9	-4.0	4.1	-34.1	1.5
Cc1nc(SCC(=O)N2CCN(c3ccccc3)CC2)c2oc3ccccc3c2n1	3.1	107.0	11.0	-6.1	-0.4	2.0	0.5	-1.9	-0.6
C=CCc1cc(C)ccc1OCCCn1ccnc1	-1.4	105.0	7.3	-0.8	-4.2	3.0	-0.9	8.0	-0.6
Cc1oc(-c2cccc(Cl)c2)nc1CSc1nc2c(c(=O)[nH]1)CCC2	13.0	100.0	24.3	-2.8	0.5	13.0	-2.6	-0.9	-3.0
COc1nnc(-c2ccc(N3CCOCC3)c(NC(=O)c3ccccc3)c2)c2ccccc12	11.5	90.0	2.2	-2.0	-4.8	-6.0	1.8	-12.8	-3.8
CC(=O)c1cccc(Nc2nc3ccccc3n3cnnc23)c1	26.7	115.0	14.6	-2.8	-19.0	10.0	-4.4	-24.9	13.5*
NC(=O)C1CCN(c2ccc(C(F)(F)F)cn2)CC1	9.7	101.0	0.2	-1.6	-7.5	-1.0	0.9	-10.5	0.2
COc1ccc(N(C)C(=O)c2cc3c(s2)-c2ccccc2S(=O)(=O)C3)cc1	12.6	92.0	·	-4.0	3.3	-1.0	5.9	-20.9	-0.9
COCCn1c(N)c(N(Cc2ccccc2)C(=O)C2CCCCC2)c(=O)[nH]c1=O	6.7	82.0	8.9	1.3	-0.3	-3.0	-8.8	-1.5	-0.7
O=C1CCC(=O)N1CCCCCc1nc(-c2ccccc2)no1	9.2	93.0	-10.1	-3.6	-0.3	-10.0	-4.3	-10.2	-3.4
O=C(CCC1CCCC1)N1CCN(C(=O)c2cccnc2)CC1	-2.9	102.0	27.0	-3.4	1.0	5.0	-0.7	-6.3	-1.3
Nc1cc(N)nc(SCCc2ccccc2)n1	6.7	106.0	5.7	-2.1	8.3	4.0	1.7	-2.1	-1.5
O=C(CNC(=O)Cc1cccc2ccccc12)NCc1ccc(F)cc1	14.7	104.0	1.6	-2.9	-3.0	4.0	-10.0	-19.0	-0.1
O=C(/C=C/c1c(F)cccc1Cl)NCCCN1CCOCC1	9.6	102.0	28.4	-0.4	7.4	-2.0	-6.3	-0.4	0.5
CCCCN(C(=O)c1ccc(C)cc1)c1c(N)n(CCC)c(=O)[nH]c1=O	-4.5	99.0	7.2	-2.6	5.5	-2.0	-2.6	-1.0	-2.8
COc1ccc(CCNC(=O)C2CCC(C(C)(C)C)CC2)cc1OC (stereo not drawn)	-9.9	106.0	2.9	-1.8	22.4	10.0	6.0	-41.5	-3.0
O=C(O)/C=C/C(=O)Nc1ccc(OC(F)(F)F)cc1Br	9.5	88.0	2.6	-1.1	17.2	-15.0	-12.6	2.0	-0.4
COc1cccc(C(=O)c2c[nH]c(C(=O)NCc3cccnc3)c2)c1	-3.4	98.0	12.9	-3.4	4.9	0.0	0.2	-5.2	-1.0
CCN(CC1COc2ccccc2O1)C(=S)NCCCN(C)C (stereo not drawn)	0.6	97.0	-18.1	-1.2	-7.8	-6.0	-0.3	10.6	0.0
COC(=O)CN(c1ccccc1F)S(=O)(=O)c1ccccc1	-3.5	100.0	-18.0	-2.8	1.9	5.0	2.4	-5.0	-4.9

Looked up by compound from the list above (4):
SMILES	UBC9 SUMO inh	MEKK2wt PB1 HTS	NALP1 inh	IMP-1 inhibitor	HCV NS3 hel inh	MEKK2 mut-MEK5	PfM18AAP inh	DNA FID counter	VIM-2 inh
COc1cccc(C(=O)c2c[nH]c(C(=O)NCc3cccnc3)c2)c1	-3.4	98.0	12.9	-3.4	4.9	0.0	0.2	-5.2	-1.0
COc1ccc(N(C)C(=O)c2cc3c(s2)-c2ccccc2S(=O)(=O)C3)cc1	12.6	92.0	·	-4.0	3.3	-1.0	5.9	-20.9	-0.9
COC1=C(Nc2ccccc2)C(=O)c2ccccc2C1=O	77.5	78.0	45.2	3.3	7.9	-3.0	11.3	8.6	10.4*
O=C(O)/C=C/C(=O)Nc1ccc(OC(F)(F)F)cc1Br	9.5	88.0	2.6	-1.1	17.2	-15.0	-12.6	2.0	-0.4

Source: PubChem
